GPR7 antagonist: human neuropeptides B/W receptor 1 antagonism; actives 1.1% (n = 290,000); GPR7-expressing cells, fluorescence antagonist assay; inhibition, % at 4.4 µM; P48145; in the data active = inhibition above about 16%, passing the limit was not always enough;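 also: cells stimulated with the agonist NPW; 0% = agonist with vehicle and 100% = vehicle without agonist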
OXTR agonist: agonists of human oxytocin receptor. P30559. CHO-OTR cells, Fluo-8 calcium fluorescence; normalized: DMSO 0%, oxytocin 100%. activation, % at 3 µM. actives 0.32% (n = 320,000). AID 2435;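 active = activation above the mean of all tested compounds plus 3 SD, cutoff set per screening run, cut at about 20% in these data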;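 also: peak over basal fluorescence ratio from a 100 s FLIPR kinetic read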
NALP1 yeast inh: blocks the NALP1 inflammasome reconstituted in yeast; S. cerevisiae NALP1/ASC/caspase-1 growth, X-gal OD620, 72 h; inhibition, % at 10 µM; actives 0.61% (n = 280,000); AID 2071; in the data active = inhibition mostly above about 24%, no sharp cut-off; inactive = mostly below about 32%; also: some compounds called inactive have numbers as strong as hits
V1aR counter: activates human V1a receptor in oxytocin agonist counter-screen; P37288; CHO-V1R cells, Fluo-8 calcium fluorescence, agonist mode; 0% DMSO, 100% 3 nM vasopressin; activation, % at 3 µM; actives 0.25% (n = 320,000); AID 2797;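 active = activation above the mean activation of all tested compounds plus 3 SD, per screening run, cut at about 20% in these data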;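 also: signal is peak over basal fluorescence ratio across a 100 second FLIPR read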
Target sequence (P37288 whole entry, looked up): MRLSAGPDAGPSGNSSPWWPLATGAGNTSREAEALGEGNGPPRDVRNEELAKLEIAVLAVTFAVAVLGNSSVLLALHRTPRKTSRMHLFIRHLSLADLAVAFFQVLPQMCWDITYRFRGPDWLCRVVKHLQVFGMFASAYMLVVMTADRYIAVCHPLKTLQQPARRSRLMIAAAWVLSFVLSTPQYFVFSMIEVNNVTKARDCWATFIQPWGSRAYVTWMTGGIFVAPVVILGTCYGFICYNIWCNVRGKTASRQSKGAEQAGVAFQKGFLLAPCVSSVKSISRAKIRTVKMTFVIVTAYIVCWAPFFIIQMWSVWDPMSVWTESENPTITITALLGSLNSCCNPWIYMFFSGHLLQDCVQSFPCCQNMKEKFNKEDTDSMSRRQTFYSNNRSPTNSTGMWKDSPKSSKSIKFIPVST
GalR3 antagonist: blocks the human galanin receptor 3 | O60755 | actives 0.44% (n = 360,000) | HEK293 GalR3-CNG cAMP membrane potential fluorescence; galR3 body fused to GalR1 C-terminus | inhibition, % at 3 µM;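 active = inhibition above the screen-wide average plus 3 SD, cut at about 13% in these data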;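 also: forskolin and galanin both at EC90 stimulate the cells; cAMP rise reported by CNG channel membrane potential dye signal; 0% = forskolin plus galanin with DMSO and 100% = forskolin alone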
PHOSPHO1 block: inhibitors of human PHOSPHO1 phosphatase | recombinant PHOSPHO1, absorbance phosphatase assay | Q8TCT1 | inhibition, % at 13.3 µM | actives 1.1% (n = 290,000); in the data active = inhibition above about 60%
MEKK3 PB1 HTS: MEKK3-MEK5 PB1 interaction, increase or decrease. Q99759. bead-based flow cytometry, Alexa488-MEK5 binding to MEKK3; actives lie on both sides; 0 = blocked by unlabeled MEK5, 100 = vehicle. binding response (% of control), % at 10 µM. actives 1.4% (n = 290,000);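 active = binding response more than 3 SD above or below the average of its plate-row segment, actives on both sides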;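 also: Alexa488 bead fluorescence after subtracting the streptavidin-only scavenger bead signal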
Target sequence (Q99759 whole entry, looked up): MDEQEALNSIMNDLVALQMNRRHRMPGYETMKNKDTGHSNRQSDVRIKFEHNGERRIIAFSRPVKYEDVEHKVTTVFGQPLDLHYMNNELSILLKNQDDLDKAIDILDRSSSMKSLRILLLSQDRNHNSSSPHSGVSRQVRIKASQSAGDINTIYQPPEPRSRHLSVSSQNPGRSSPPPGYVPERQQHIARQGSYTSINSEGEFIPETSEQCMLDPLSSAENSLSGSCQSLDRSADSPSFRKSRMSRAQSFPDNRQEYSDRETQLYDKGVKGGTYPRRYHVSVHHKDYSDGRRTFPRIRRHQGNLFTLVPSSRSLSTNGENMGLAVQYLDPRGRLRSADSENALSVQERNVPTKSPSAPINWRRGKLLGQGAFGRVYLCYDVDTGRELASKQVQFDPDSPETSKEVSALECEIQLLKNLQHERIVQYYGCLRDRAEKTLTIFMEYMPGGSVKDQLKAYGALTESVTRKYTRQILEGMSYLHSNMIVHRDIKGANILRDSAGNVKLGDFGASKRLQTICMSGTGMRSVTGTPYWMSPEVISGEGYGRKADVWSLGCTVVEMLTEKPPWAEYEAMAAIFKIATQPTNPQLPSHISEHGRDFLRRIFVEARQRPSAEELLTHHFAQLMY
MEKK2 mut-MEK5: signal of MEK5 binding to mutant human MEKK2 PB1 domain. bead flow cytometry, Alexa488-MEK5 binding to MEKK2 mutant. percent response, % at 10 µM. actives 0.35% (n = 290,000); in the data active = percent response above about 24%, passing the limit was not always enough; also: inactives centre near 1; some results filed as inactive read as strong as hits; reference of the scale not given here
MEKK2wt PB1 HTS: raises or lowers MEK5 binding to wildtype human MEKK2 PB1 domain; binding response (% of control), % at 10 µM; actives 1.1% (n = 290,000); Q9Y2U5; bead flow cytometry, Alexa488-MEK5 binding to MEKK2 WT; actives lie on both sides; in the data active = binding response below about 67% or above about 130%
Numbers without * were called inactive; x = not tested or not shown.

No.	SMILES	GPR7 antagonist	OXTR agonist	NALP1 yeast inh	V1aR counter	GalR3 antagonist
1	Cc1ccc2c(c1)[C@@H]1CN(C)CC[C@@H]1N2S(=O)(=O)c1ccc(F)cc1	5	1.1	3	2.8	-3
2	CC(=O)N1CCN(C(=S)NC(=O)c2ccc(S(=O)(=O)N3CCOCC3)cc2)CC1	5	0.4	5	0.1	5
3	CSCC(CO)NS(=O)(=O)c1ccc(C)cc1 (configuration not stated)	-18	-0.9	1	0.4	-7
4	O=C(Nc1ccc(F)cc1)c1nc[nH]c1C(=O)Nc1ccc([N+](=O)[O-])cc1	-4	0.5	10	2.1	-6
5	COc1cc(OC)cc(C(=O)N[C@H](C(=O)Nc2nc3ccc(S(C)(=O)=O)cc3s2)C(C)C)c1	-19	-1.3	12	-0.7	0
6	COCCN1CC(C(=O)NCc2ncccc2C)CCC1=O (configuration not stated)	0	0.4	0	-0.2	0
7	CCc1nnc(NC(=O)CSc2nc(-c3ccc(OC)cc3)ns2)s1	-12	-0.7	32	0.5	-3
8	O=[N+]([O-])c1ccc2cn[nH]c2c1	-9	-0.2	28	1.1	x

No.	PHOSPHO1 block	MEKK3 PB1 HTS	MEKK2 mut-MEK5	MEKK2wt PB1 HTS
1	-23	100	1	115
2	18	112	4	110
3	1	89	-19	84
4	-4	98	-2	98
5	-13	103	-3	97
6	14	103	6	110
7	38	95	0	96
8	13	88	2	97

The list goes on; the last 2 above are carried over.
No.	SMILES	GPR7 antagonist	OXTR agonist	NALP1 yeast inh	V1aR counter	GalR3 antagonist
7	CCc1nnc(NC(=O)CSc2nc(-c3ccc(OC)cc3)ns2)s1	-12	-0.7	32	0.5	-3
8	O=[N+]([O-])c1ccc2cn[nH]c2c1	-9	-0.2	28	1.1	x
9	CC(OC(=O)c1cccs1)C(=O)NCc1ccc2c(c1)OCO2 (configuration not stated)	-4	-0.2	2	0.5	-3
10	COc1ccc(NC(=O)Nc2c(C)noc2-c2ccccc2)cc1	-3	1.1	6	1.6	-4
11	N#Cc1nc(-c2ccc(OCc3ccccc3)cc2)oc1NCCN1CCOCC1	-5	5.0	-7	3.7	x
12	O=S(=O)(Nc1ncnc2scc(-c3ccc(F)cc3)c12)c1cc(F)ccc1F	-12	2.0	x	2.2	-6
13	COc1ccc(C(C)=O)cc1COC(=O)c1c(C)nn(-c2ccccc2)c1C	-3	-0.4	4	1.8	-9
14	Cc1ccc(NC(=O)CN2C(=O)S/C(=C\c3cc(C)n(-c4ccc(C(=O)O)cc4)c3C)C2=O)cc1	-9	0.6	-5	0.2	-4
15	CCOC(=O)c1ccc2c(c1)n(CC)c(/C=C/N(C)c1ccccc1)[n+]2CC	1	-0.5	15	-0.5	-2
16	CCOC(=O)C1=C(C)N(C)C(=O)NC1c1cc2c(cc1Br)OCO2 (configuration not stated)	-9	-1.4	20	-0.4	-4

No.	PHOSPHO1 block	MEKK3 PB1 HTS	MEKK2 mut-MEK5	MEKK2wt PB1 HTS
7	38	95	0	96
8	13	88	2	97
9	22	101	2	105
10	25	104	5	103
11	10	x	x	x
12	48	102	1	102
13	28	111	11	111
14	16	99	1	102
15	-27	98	-1	101
16	23	87	-8	92

In the list so far, three contain fluorine:
No.	SMILES	GPR7 antagonist	OXTR agonist	NALP1 yeast inh	V1aR counter	GalR3 antagonist
1	Cc1ccc2c(c1)[C@@H]1CN(C)CC[C@@H]1N2S(=O)(=O)c1ccc(F)cc1	5	1.1	3	2.8	-3
4	O=C(Nc1ccc(F)cc1)c1nc[nH]c1C(=O)Nc1ccc([N+](=O)[O-])cc1	-4	0.5	10	2.1	-6
12	O=S(=O)(Nc1ncnc2scc(-c3ccc(F)cc3)c12)c1cc(F)ccc1F	-12	2.0	x	2.2	-6

No.	PHOSPHO1 block	MEKK3 PB1 HTS	MEKK2 mut-MEK5	MEKK2wt PB1 HTS
1	-23	100	1	115
4	-4	98	-2	98
12	48	102	1	102

Next part
No.	SMILES	GPR7 antagonist	OXTR agonist	NALP1 yeast inh	V1aR counter	GalR3 antagonist
17	Cc1nc2c(n1O)CCC/C2=N\O	0	1.1	14	0.1	-3
18	CC(C)c1ccc2oc(-c3cc(N)ccc3O)nc2c1	-6	-0.2	13	-0.9	2
19	COc1cc2ccccc2cc1C(=O)N/N=C/c1cccnc1	-1	0.8	17	2.5	4
20	COc1ccc(OC)c(/C=C/C(=O)NC2=NCCS2)c1	-4	-1.1	5	-0.6	-3
21	CN(C)C(CNC(=O)c1cccc(OC(F)F)c1)c1ccco1 (configuration not stated)	4	-0.9	27	-0.4	-5
22	COc1ccc(CCNC(=O)CCC(=O)N2CCOc3ccc(C)cc32)cc1OC	-8	-0.3	15	-0.8	x
23	CCOCCCNC(=O)C1(O)c2cc(Br)ccc2NC(=O)N1c1ccc(C)c(C)c1 (configuration not stated)	-5	0.1	11	0.7	-10
24	Cc1cc(C)n2nc(N)c(N=Nc3cccc(Cl)c3)c2n1	-4	-1.4	31	-0.6	-3

No.	PHOSPHO1 block	MEKK3 PB1 HTS	MEKK2 mut-MEK5	MEKK2wt PB1 HTS
17	16	106	2	107
18	11	103	0	103
19	56	105	2	105
20	15	101	-3	99
21	17	90	-2	94
22	-25	103	1	101
23	16	108	7	108
24	4	109	6	107

Further entries.
No.	SMILES	GPR7 antagonist	OXTR agonist	NALP1 yeast inh	V1aR counter	GalR3 antagonist
25	Cc1cc(C)nc(NC(=NCCc2c[nH]c3ccccc23)NC(=O)Nc2ccccc2)n1	-5	0.0	21	0.8	-3
26	Cc1ccc(S(=O)(=O)N2CCOCC2)cc1NC(=O)COC(=O)CNC(=O)c1ccc(Cl)cc1Cl	4	x	9	x	0
27	CC(C)(C)NC(=O)COC(=O)c1ccccc1OCC(=O)Nc1ccc(Br)cc1	-2	-1.4	23	0.2	-5
28	O=C(C1=C(O)C(=O)N(Cc2ccccc2)C1c1ccncc1)c1ccco1 (configuration not stated)	-9	-0.5	19	0.5	-1
29	O=C(NCC1CCCO1)c1cccnc1NCc1ccc(F)cc1 (configuration not stated)	-12	-0.4	13	-0.1	-5
30	CC1CCC/C(=N\NC(=O)Nc2ccccc2)C1 (configuration not stated)	-12	-0.2	5	0.1	-1
31	COc1cccc(N2C(=NC(=O)c3ccccc3)SC3CS(=O)(=O)CC32)c1 (configuration not stated)	-5	1.7	3	1.3	-8
32	COc1ccccc1CN1CC(C(=O)N2CCC(OC)CC2)CCC1=O (configuration not stated)	-3	0.4	1	0.8	-5

No.	PHOSPHO1 block	MEKK3 PB1 HTS	MEKK2 mut-MEK5	MEKK2wt PB1 HTS
25	-30	100	4	93
26	-7	104	2	106
27	-7	100	11	111
28	14	105	7	111
29	13	102	-7	98
30	-6	116	1	104
31	15	102	0	99
32	38	108	7	106

(list continues)
No.	SMILES	GPR7 antagonist	OXTR agonist	NALP1 yeast inh	V1aR counter	GalR3 antagonist
33	CC(=O)N1CCC2(CC1)C/C(=N\NC(=S)Nc1ccccc1F)c1cc(O)ccc1O2	2	0.1	-21	0.9	-4
34	CCC(=O)OC1(C#CCOc2ccc(OC)cc2)CCN(C)CC1	-8	2.6	6	2.9	-4
35	C#CCOC(=O)Nc1cnccc1C(F)(F)F	-17	0.5	-2	0.7	-1
36	COc1ccc(CN2CCC(CO)(CCOc3ccccc3)CC2)c(OC)c1C	28*	15	16	8.9	-9
37	CCCCNC(=O)CSc1nc(O)c(Cc2ccc(OC)cc2)c(=O)[nH]1	5	-0.3	x	1.5	4
38	CCOc1ccc(N(CC)C(=O)CCS(=O)(=O)c2cccc3nonc23)cc1	-2	2.2	19	0.7	-10
39	COc1cc(C(=O)NCc2nnc(SCC(=O)Nc3cc(C)cc(C)c3)o2)cc(OC)c1OC	4	-0.5	12	0.0	-6
40	CC(=O)CCn1cc([N+](=O)[O-])nc1C	-8	-1.1	6	0.1	-2

No.	PHOSPHO1 block	MEKK3 PB1 HTS	MEKK2 mut-MEK5	MEKK2wt PB1 HTS
33	-62	99	-6	92
34	17	103	-1	102
35	28	105	-1	101
36	36	104	5	108
37	28	94	-5	94
38	10	107	10	105
39	11	98	3	99
40	25	102	-4	98

(further entries)
No.	SMILES	GPR7 antagonist	OXTR agonist	NALP1 yeast inh	V1aR counter	GalR3 antagonist
41	CCOC(=O)c1c(C)[nH]c(C(=O)COC(=O)/C=C/c2cccc(OC)c2OC)c1C	-11	-1.2	22	0.1	2
42	CCC(=O)Nc1cccc(-c2cc3ccccc3oc2=O)c1	3	-0.3	1	0.2	-7
43	COc1ccc2oc(-c3ccccc3)c(C(N)=O)c2c1	5	-0.6	18	0.3	-5
44	CN(C)CCCN(C(=O)c1ccc(S(=O)(=O)N(C)C)cc1)c1nc2ccc(F)cc2s1	-5	1.4	2	0.0	-1
45	COc1ccccc1OCC(=O)Nc1ccc(S(=O)(=O)NC(C)=O)cc1	1	-0.3	7	-0.1	0
46	Cn1ncc(C#N)c1NC(=O)c1nn2cccnc2c1Cl	9	0.4	5	0.4	-2
47	COc1ccc(CN2CCN(c3ccccn3)CC2)cc1OCc1ccccc1	-4	3.4	26	4.2	-2
48	COc1cccc(C(=O)Nc2cccc(C(=O)NCC(C)C)c2)c1	-3	-0.6	12	2.8	4

No.	PHOSPHO1 block	MEKK3 PB1 HTS	MEKK2 mut-MEK5	MEKK2wt PB1 HTS
41	-14	81	0	86
42	10	101	-3	96
43	-16	99	-5	94
44	30	102	13	112
45	25	96	2	94
46	11	x	x	x
47	2	103	10	112
48	-12	94	-2	98

Next part
No.	SMILES	GPR7 antagonist	OXTR agonist	NALP1 yeast inh	V1aR counter	GalR3 antagonist
49	CC(C)(C)NC(=O)C(c1c[nH]c2ccccc12)N(C(=O)Cn1nnc(-c2ccc(Cl)cc2)n1)c1ccccc1F (configuration not stated)	-5	0.5	7	-0.2	-6
50	O=C1CNC(=O)N1CC(=O)N1CCCc2ccccc21	0	0.2	-7	0.8	-2
51	Cc1ccc(S(=O)(=O)n2ccc3cccnc32)cc1	-15	-2.1	0	-1.2	-10
52	O=C1OCC=C1NNC(=O)c1cccnc1	-4	0.3	0	0.5	-6
53	CCc1ccc(CNn2cnnc2SCC(=O)NC(C)(C)C)cc1	-4	0.5	-82	0.9	-4
54	Cc1ccc(N2CCN(C(=O)c3nn(C)c4c3CS(=O)(=O)c3ccccc3-4)CC2)c(C)c1	-11	0.5	14	1.4	x
55	COc1ccc(/C(O)=C2/C(=O)C(=O)N(c3ncccn3)C2c2ccc(C(C)(C)C)cc2)cc1 (configuration not stated)	-11	-0.4	25	-0.9	0

No.	PHOSPHO1 block	MEKK3 PB1 HTS	MEKK2 mut-MEK5	MEKK2wt PB1 HTS
49	-22	102	-2	107
50	-5	95	-4	98
51	14	101	3	103
52	-2	98	-2	100
53	-20	98	5	102
54	32	106	3	100
55	-26	100	-1	96
